MEX-5 binding: C. elegans MEX-5 TCR-2 RNA binding activity; Q9XUB2; MEX-5/FITC-TCR2 RNA binding, fluorescence polarization; active compounds read low; activity score (negative = inhibition of binding), % at 10 µM; 300,000 compounds, 0.38% hits;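 active = inhibition past about -25% in most replicates, and total fluorescence under double the plate's negative control median, limit read from the data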;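 also: 0% = DMSO and -100% = 5 µM competing unlabeled TCR2 RNA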
Target sequence (Q9XUB2 whole entry, looked up): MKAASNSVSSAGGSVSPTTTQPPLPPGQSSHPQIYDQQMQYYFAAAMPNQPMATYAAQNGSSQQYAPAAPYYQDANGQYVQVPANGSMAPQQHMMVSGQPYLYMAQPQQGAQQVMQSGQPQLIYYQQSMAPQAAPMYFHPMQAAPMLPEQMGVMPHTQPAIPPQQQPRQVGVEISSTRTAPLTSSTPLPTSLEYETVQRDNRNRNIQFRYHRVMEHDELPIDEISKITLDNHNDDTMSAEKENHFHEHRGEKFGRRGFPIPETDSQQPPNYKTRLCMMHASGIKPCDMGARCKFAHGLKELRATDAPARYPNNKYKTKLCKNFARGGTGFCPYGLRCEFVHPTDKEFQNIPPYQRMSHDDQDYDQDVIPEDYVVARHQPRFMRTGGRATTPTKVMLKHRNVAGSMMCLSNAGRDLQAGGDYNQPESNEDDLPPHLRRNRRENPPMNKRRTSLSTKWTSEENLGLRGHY
VLA-4 inh: inhibition in a human VLA-4 binding assay | VLA-4 expressing cells, ligand binding flow cytometry | inhibition, % (about 7 µM as worked out from the volumes in the protocol) | 330,000 compounds, 0.2% hits; in the data active = inhibition above about 50%
GLD-1 TGE inh: GLD-1-TGE RNA interaction inhibition (C. elegans) | inhibition, % at 5.96 µM | 320,000 compounds, 0.44% hits | purified GLD-1 + fluorescein TGE RNA, fluorescence polarization | Q17339;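 active = percent inhibition above a per-plate cutoff, the plate mean of test compounds plus 3 SD, cut at about 30% in these data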;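 also: 0% = DMSO wells with GLD-1 and probe and 100% = wells lacking GLD-1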
MCL1 BIM primary: MCL1-BIM-BH3 interaction inhibition (human); Q07820; GST-MCL1 / FITC-Bim-BH3 fluorescence polarization; inhibition, % at 10.9 µM; 320,000 compounds, 0.68% hits; AID 2057;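 active = inhibition above the mean inhibition of all tested compounds plus 3 SD, set per campaign, cut at about 40% in these data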;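 also: 0% = DMSO wells and 100% = unlabeled Bim-BH3 peptide control; higher means more loss of mP so more displacement of Bim peptide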
Target sequence (Q07820 whole entry, looked up): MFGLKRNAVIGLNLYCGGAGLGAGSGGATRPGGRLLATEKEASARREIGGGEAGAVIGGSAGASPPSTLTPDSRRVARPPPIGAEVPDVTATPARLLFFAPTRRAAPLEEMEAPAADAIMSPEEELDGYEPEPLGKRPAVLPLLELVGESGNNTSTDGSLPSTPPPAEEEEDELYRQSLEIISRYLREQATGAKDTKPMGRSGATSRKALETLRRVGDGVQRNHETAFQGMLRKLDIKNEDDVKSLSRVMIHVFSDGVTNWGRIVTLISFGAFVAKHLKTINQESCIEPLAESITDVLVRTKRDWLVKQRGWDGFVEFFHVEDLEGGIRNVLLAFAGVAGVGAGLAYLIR
Fam108B counter: counter-screen for RBBP9 inhibitors: inhibitors of mouse Fam108B; recombinant Fam108B, FP-Rh probe fluorescence polarization; inhibition, % at 9.51 µM; 300,000 compounds, 0.33% hits; AID 1947;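 active = inhibition above the screen mean inhibition plus 3 SD, computed separately per campaign, cut at about 18% in these data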;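 also: inhibitors lower polarization as less probe binds the enzyme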
GRK2 aptamer HTS: inhibitors of human GRK2 displacing RNA aptamer | bead flow cytometry, FAM-aptamer displacement from GRK2 | inhibition of aptamer binding, % at 10 µM | 330,000 compounds, 0.59% hits;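 active = inhibition of aptamer binding above 40%, roughly 3 SD of noise, on plates passing a quality check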;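 also: median bead fluorescence of bound FAM aptamer so fluorescent compounds give negative values; no value below 0 was filed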
Bcl-xL primary: inhibitors of human Bcl-xL; GST-Bcl-xL / FITC-Bim BH3 peptide fluorescence polarization; inhibition, % at 10.9 µM; 320,000 compounds, 0.7% hits; AID 2129;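 active = inhibition above the mean of all tested compounds plus 3 SD, cutoff set per campaign, cut at about 30% in these data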;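 also: 0% = DMSO wells and 100% = unlabeled Bim-BH3 peptide competitor; inhibitors lower millipolarization by displacing the labeled peptide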
Target sequence (Q07817 whole entry, looked up): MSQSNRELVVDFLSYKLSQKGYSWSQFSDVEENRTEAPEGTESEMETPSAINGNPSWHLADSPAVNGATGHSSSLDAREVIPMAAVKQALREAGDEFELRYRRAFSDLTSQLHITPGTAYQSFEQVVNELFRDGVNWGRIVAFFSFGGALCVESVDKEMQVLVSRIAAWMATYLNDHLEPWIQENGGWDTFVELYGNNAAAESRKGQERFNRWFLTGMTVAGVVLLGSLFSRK
AGP1 TOR yeast: alters AGP1-GFP fluorescence in TOR pathway yeast screen. S. cerevisiae AGP1-GFP multiplex flow cytometry, 3 h; GFP as percent of DMSO wells. GFP response vs DMSO, % at 10 µM. 320,000 compounds, 0.02% hits. AID 2066;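 active = GFP response relative to DMSO above a set limit, near screen average plus 3 SD, cut at about 150% in these data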;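 also: median GFP channel fluorescence of the gated AGP1 strain per well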
CIT2-GFP yeast: yeast TOR pathway CIT2-GFP modulation | AID 2029 | GFP response vs DMSO, % at 10 µM | 320,000 compounds, 0.065% hits | S. cerevisiae CIT2-GFP strain, flow cytometry, 3 h; 100 means same as DMSO wells;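 active = GFP response relative to DMSO above a set limit, near the screen mean plus 3 SD, cut at about 150% in these data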;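 also: ratio of well median GFP fluorescence to mean of DMSO wells on the plate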
* = called active by the depositor; nt = no result given.

cpd	smiles	Fam108B counter	GLD-1 TGE inh	VLA-4 inh	CIT2-GFP yeast	MCL1 BIM primary	GRK2 aptamer HTS	AGP1 TOR yeast	MEX-5 binding	Bcl-xL primary
1	Cc1cc(C)c(C(=O)CSc2nnc(N)s2)cc1C	-4	-3	-1	93	1	3	100	0.9	-2
2	CCOc1cc(CNC(C)C)c(Cl)cc1OCC(=O)NCCc1ccccc1	-2	1	11	99	5	0	99	0.3	-2
3	Cc1ccc(C(=O)Oc2ccc(Br)cc2C(=S)N2CCOCC2)cc1	-2	-1	13	100	11	0	92	nt	4
4	C=CCSC(=C(C#N)C#N)c1cc2c([nH]1)CCCC2	3	0	-2	101	11	1	101	-2.7	14
5	CCNS(=O)(=O)c1ccc(NC(=O)Nc2cccc(C(F)(F)F)c2)cc1	-42	7	7	114	5	0	102	-2.9	3
6	COc1ccc(-c2cc(=O)oc3c(C)c(OCC(=O)N[C@@H](Cc4ccc(O)cc4)C(=O)O)ccc23)cc1	-10	-3	-23	106	5	2	106	-1.2	5
7	O=C(NCCCN1CCCC1=O)c1cccc(NS(=O)(=O)c2ccccc2)c1	-2	0	-2	93	1	0	106	1.3	0
8	COc1ccc(S(=O)(=O)Cc2ccc(C(=O)NCc3cccs3)o2)cc1	0	7	10	99	1	0	103	0.8	2
9	Cc1ccc2nc(C)cc(C(=O)NC3CCCCCC3)c2c1	nt	5	7	80	nt	1	80	nt	nt
10	COC(=O)[C@]1(Cc2ccccc2)N[C@H](c2ccc(-c3cc(C(C)=O)cs3)cc2)[C@@H]2C(=O)N(C)C(=O)[C@@H]21	4	3	14	79	7	6	89	0.3	6
11	Cc1ccc(N(CC(=O)N2CCOCC2)S(C)(=O)=O)cc1	-3	0	-123	98	3	2	103	-0.8	-1
12	O=C(NCc1cccc(Br)c1)C1CC(c2cc(C(F)(F)F)cc(C(F)(F)F)c2)=NO1 (centres undefined)	2	-1	5	100	-2	1	88	3.0	5
13	O=C(C(NS(=O)(=O)c1cccs1)c1ccccc1)N1CCN(c2ccccc2)CC1 (centres undefined)	1	20	-3	99	34	0	108	3.8	31*
14	O=C(OCC(=O)N1CCCCC1)c1cc(S(=O)(=O)N2CCOCC2)c(Cl)cc1Cl	nt	-1	1	103	nt	0	96	nt	nt
15	Cc1ccc(CN2C(=O)C(C)Oc3ccccc32)cc1 (centres undefined)	-1	-1	0	90	-1	4	98	-0.4	-1
16	CC(=O)NCCc1nc2ccccc2n1CCCCOc1ccccc1	nt	nt	2	91	nt	0	104	-0.4	nt
17	Cc1ccc(S(=O)(=O)N2CCC(=O)N(C(COCc3cccc(C(F)(F)F)c3)C(C)C)CC2)cc1 (centres undefined)	0	4	nt	nt	4	nt	nt	3.9	4
18	CCC1(C)Cc2ccccc2C(=S)N1 (centres undefined)	1	-1	4	97	9	2	97	0.5	25
19	CCN(CC)S(=O)(=O)c1cc(OC)ccc1N=Nc1ccc(O)c2ncccc12	nt	nt	17	102	nt	1	101	-2.7	nt
20	O=C(Cn1cnc2ccccc2c1=O)N1CCc2ccccc2C1	8	2	10	66	-3	4	80	-0.3	-1
21	CCOCCCNC(=O)C(NC(=O)CNC(=O)c1ccccc1)c1ccccc1 (centres undefined)	-2	-4	2	102	-3	0	110	1.8	0
22	Cc1ccc(S(=O)(=O)Nc2ccc3[nH]c(=O)[nH]c3c2)c(C)c1	-2	-6	4	99	-4	2	95	-7.0	1
23	COc1ccccc1N(CCC#N)C(=O)CSc1nnc2ccccn12	nt	-1	3	101	-7	0	95	nt	-3
24	CCOc1cc(C(c2c(C)[nH][nH]c2=O)c2c(C)[nH][nH]c2=O)ccc1OCc1ccc([N+](=O)[O-])cc1	1	6	6	94	12	0	104	-1.4	1
25	O=S(=O)(NCc1ccccc1Cl)c1cnc[nH]1	-3	7	-8	nt	1	4	104	-0.6	6
26	Cc1cc2ccccc2n1CCNC(=O)C1CC1	-1	35*	-3	110	23	32	112	-1.2	22
27	O=C(NC1CCCCC1)C1CCN(S(=O)(=O)c2cccc3nsnc23)CC1	1	3	5	97	0	2	97	2.2	1
28	O=C(O)C(Cc1ccccc1)n1cccc1 (centres undefined)	-5	-3	1	97	-7	2	98	-0.1	-2
29	CC(C)(C)c1ccc(C(=O)NC(=S)Nn2cnnc2)cc1	-3	-2	-2	106	11	0	107	0.5	9
30	CCOC(=O)Nc1nnc(-c2ccc(OC)c(OC)c2)s1	4	-2	12	109	-5	2	111	0.1	5
31	Cc1cc(C(F)(F)F)c2c(=O)[nH]c(=O)n(Cc3ccccc3)c2n1	3	5	0	94	-4	0	95	-0.8	3
32	O=C(c1cc(-c2cccs2)on1)N1CCOCC1	3	2	5	114	11	0	111	-3.1	8
33	Cc1onc(-c2ccccc2)c1C(=O)Nc1nnc(COc2ccc(Cl)cc2)s1	-5	3	19	114	9	1	102	0.9	10
34	CC1=[N+](CC(=O)NC(C)(C)C)CCc2ccccc21	-2	-1	8	103	18	0	106	1.9	16
35	C=CCn1c(=O)c(CCC(=O)Nc2ccc(N3CCOCC3)cc2)nc2cc(C(F)(F)F)ccc21	4	4	8	89	3	2	86	1.9	2
36	COC(=O)C1=C(CN2CCSCC2)NC(=O)NC1c1cc(C)ccc1C (centres undefined)	-4	6	21	103	4	1	105	-2.6	3
37	CCc1ccc(CNC(=O)C2CCCN(c3nn4c(=O)cc(C)nc4s3)C2)cc1 (centres undefined)	-2	3	-30	116	4	1	107	0.9	0
38	Cc1ccccc1C(=O)N1CCCC(CCC(=O)N2CCN(c3ccccn3)CC2)C1 (centres undefined)	-1	10	2	104	-5	7	101	0.4	3
39	NC(=O)COc1ccc(=O)n(-c2ccccc2)n1	3	5	4	101	6	2	93	0.5	4
40	O=C1CCC(c2ccccc2)(C2CCN(Cc3ccccc3)CC2)C(=O)N1 (centres undefined)	-2	1	-4	86	-4	2	90	4.6	1
41	COc1cccc(C(=O)N2CCN(C(=O)c3ccc(-c4ccccc4)cc3)CC2)c1OC	1	-9	10	100	10	2	102	-0.4	4
42	COc1ccc(C(=O)NCC(=O)N=Nc2c(O)n(C)c3ccccc23)cc1OC	0	3	2	104	11	3	103	-1.3	2
43	CCCCN(CCCC)S(=O)(=O)c1ccc2[nH]c(=O)[nH]c2c1	0	7	14	99	13	1	110	0.6	5
44	COC(=O)C1C(=O)C2=C(CC1C)NC(C)=C(C(=O)OCCOc1ccccc1)C2c1ccc(C)o1 (centres undefined)	1	6	-12	108	-1	2	101	-3.0	2
45	Oc1cccc(Nc2nc(-c3ccccc3)nc3ccccc23)c1	14	8	-4	67	3	1	74	0.9	6
46	O=C(NNS(=O)(=O)c1ccc(Cl)cc1Cl)c1cc2ncc(C(F)(F)F)cc2s1	1	0	-9	nt	5	0	nt	-1.8	10
47	Cc1ccc(Oc2nc3ccccn3c(=O)c2/C=C(\C#N)C(=O)NC2CCS(=O)(=O)C2)c(C)c1 (centres undefined)	-4	-5	4	102	10	2	96	-2.0	13
48	Cn1nc(SCC(=O)O)sc1=S	-3	6	7	105	0	0	106	0.4	1
49	COC(=O)c1ccccc1NC(=O)COc1ccc(S(=O)(=O)N2CCCC2)cc1C	0	-4	7	95	1	0	102	3.5	1
50	C#CCOCCOCCOCCNc1nc(N2CCN(C(=O)[C@H](CCC(=O)O)n3cc([C@@H](N)CCCCN)nn3)CC2)nc(N2CCN(C(=O)[C@H](CCCCN)n3cc([C@@H](N)CC(N)=O)nn3)CC2)n1	nt	6	4	100	nt	0	104	nt	nt
51	COc1cccc(NC(=O)CSc2nnc3cc(C)nc(N)n23)c1	1	2	11	108	-3	0	111	1.1	1
52	O=C(N/N=C/c1cn(Cc2ccccc2)c2ccccc12)c1cc(O)cc(O)c1	nt	nt	5	85	nt	11	93	-5.9	nt
53	CCOC(=O)N1CCN(C(=O)C(C)c2ccc([N+](=O)[O-])cc2)CC1 (centres undefined)	-2	2	-2	103	7	0	101	-1.3	1
54	Cc1cc(C)cc(C(=O)NCC(=O)OCC(=O)N(C)C2CCS(=O)(=O)C2)c1 (centres undefined)	-1	5	5	101	0	0	95	-2.0	-3
55	CCc1ccc(NC(=O)NCc2ccc3c(c2)OCO3)cc1	-1	-9	-6	106	4	4	103	2.3	2
56	O=C(Cn1cnc2ccccc21)OCC(=O)N1CCCc2ccccc21	-1	-6	21	91	-8	3	95	2.2	-4
57	CCc1ccccc1N(C1=NCCCS1)S(=O)(=O)c1ccc(C(C)(C)C)cc1	5	-6	0	96	4	0	105	nt	1
58	O=C(C1CCC(=O)N(C2CC2)C1)N1CCC(Oc2ccccc2F)CC1 (centres undefined)	4	10	14	96	1	0	99	-0.5	4
59	CC(NC(=O)CCC(=O)N1CCN(S(=O)(=O)c2ccc(Cl)cc2)CC1)c1ccccc1 (centres undefined)	-1	1	-5	103	5	4	107	0.6	2
60	C=CCNC(=S)NC(=O)c1ccc(C)c(Br)c1	-4	4	-4	86	2	0	97	-3.0	7

Next section:
cpd	smiles	Fam108B counter	GLD-1 TGE inh	VLA-4 inh	CIT2-GFP yeast	MCL1 BIM primary	GRK2 aptamer HTS	AGP1 TOR yeast	MEX-5 binding	Bcl-xL primary
61	CC(C)Oc1ccc(Cc2n[nH]c(=S)n2Cc2ccccc2)cc1Cl	2	-4	-5	86	-10	0	96	3.1	-12
62	CC1(C)O[C@@H]2[C@H](O1)[C@@H](CO)O[C@H]2n1cnc2c(N)ncnc21	nt	-7	-23	95	10	2	97	nt	6
63	Cc1ccc(NC(=O)CCc2ccc(S(=O)(=O)NC3CCCCC3)cc2)cc1	2	2	4	115	2	0	105	-1.6	5
64	COC(=O)c1ccc(C(=O)OC)nc1	-2	6	1	102	6	3	102	0.8	4
65	COc1ccc(N(CC(=O)Nc2cccc(N(C)S(C)(=O)=O)c2)S(C)(=O)=O)cc1OC	-2	2	18	95	4	0	99	2.7	9
66	Cc1ccc(NC(=O)C(c2ccccc2)N2CCN(CC(=O)N3CCOCC3)CC2)cc1Cl (centres undefined)	nt	-1	7	98	-16	29	102	nt	-4
67	O=C(NN=C1CCCC1)c1n[nH]c2c1CCCC2	3	5	7	92	-3	0	96	1.7	-2
68	COCC(=O)Nc1ccc(N2CCOCC2)c(S(=O)(=O)Nc2ccccc2OC)c1	nt	0	-3	97	nt	1	99	nt	nt
69	Cc1[nH]n(-c2ccccc2)c(=O)c1N=Nc1ccccc1C(=O)N1CCOCC1	2	0	-7	95	6	0	100	1.9	1
70	CSc1ccc(Cl)c(C(=O)Nc2cc(S(=O)(=O)N3CCOCC3)ccc2N2CCOCC2)c1	nt	0	16	101	nt	1	99	nt	nt
71	O=C(CS(=O)(=O)c1cn(Cc2ccc(Cl)cc2)c2ccccc12)N1CCCCC1	1	7	-10	106	25	0	99	-0.1	30*
72	Cc1ccc(-c2nnc(-c3cccs3)o2)cc1	4	14	8	91	1	0	98	1.5	2
73	O=C(c1cc([N+](=O)[O-])ccc1Cl)N1CCN(c2ccccn2)CC1	-1	-4	1	106	8	7	91	-1.2	2
74	CCOc1ccccc1NC(=O)CCS(=O)(=O)c1ccc2c(c1)CC(C)N2C(C)=O (centres undefined)	0	-4	-1	103	2	1	108	-0.4	6
75	CCOc1ccccc1NC(=O)C1CCN(S(=O)(=O)c2c(C)nn(C)c2C)CC1	1	-1	10	99	-9	1	105	-1.6	0
76	COc1ccc2nc(SCCC(=O)O)cc(C)c2c1	-1	-6	-8	83	2	2	87	-2.8	0
